NPY1 pot ag: potentiators or agonists of human neuropeptide Y receptor Y1 | NPY-Y1 expressing cells, potentiator/agonist activation | 220,000 tested, 0.37% active | AID 1304 | activation, % at 3.6 µM; in the data active = activation above about 33%, passing the limit was not always enough;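 note: cells stimulated with NPY at EC10 then isoproterenol at EC100; 0% = low agonist plus stimulus and 100% = saturating agonist plus stimulus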
PPC-1+TRAIL kill: compounds killing PPC-1 cancer cells with TRAIL present (potentiator screen, no TRAIL-free arm). PPC-1 cells + TRAIL, ATPLite viability luminescence. cell killing (% activity), % at 4 µM. 220,000 tested, 0.41% active. AID 1443;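 active = cell killing above 50% in the first pass at 4 µM, then a duplicate retest at 5 µM averaging 50% or more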;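 note: plate controls were cells with TRAIL plus DMSO for no effect and medium-only wells lacking cells for full effect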
TRPN1 ag: agonists of zebrafish TRPN1 channel; HEK293 zebrafish TRPN1-YFP, Fluo-8 calcium fluorescence; 100% = response to 87 µM carbachol; activation, % at 3 µM; 220,000 tested, 0.18% active;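 active = activation above its plate's cutoff, the mean activation of test wells on that plate plus 3 SD, cut at about 19% in these data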;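 note: 0% = DMSO alone and 100% = 87 µM carbachol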
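Material – zebrafish TRPN1-YFP in HEK293 cells · Doses – 3 µM single point · Schedule – dye 1 h 37 °C plus 30 min RT · Signal – Fluo-8 calcium fluorescence, excitation 470-495 nm, emission 515-575 nm · Read-out – % activation versus carbachol response · Control set – carbachol high, DMSO low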
14-3-3 Bad PPI: disrupts binding of bovine 14-3-3 zeta to phospho-Bad peptide; 220,000 tested, 0.71% active; P63103; TR-FRET 14-3-3zeta/Dy647-pBad peptide displacement, 1 h; AID 781; inhibition, % at 21.7 µM;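 active = inhibition above about 70%, limit read from the data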;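 note: 0% = full 14-3-3 plus peptide FRET controls and 100% = background without 14-3-3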
TRPML3 ag: agonists of human TRPML3 channel; Q8TDD5; HEK293 TRPML3-YFP, Fluo-8 calcium fluorescence; 100% = the carbachol control signal; activation, % at 3 µM; AID 1448; 220,000 tested, 0.29% active;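 active = activation above its plate's cutoff, the mean activation of the plate's test wells plus 3 SD, cut at about 12% in these data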;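 note: 0% = DMSO only wells and 100% = carbachol wells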
Target sequence (Q8TDD5 whole entry, looked up): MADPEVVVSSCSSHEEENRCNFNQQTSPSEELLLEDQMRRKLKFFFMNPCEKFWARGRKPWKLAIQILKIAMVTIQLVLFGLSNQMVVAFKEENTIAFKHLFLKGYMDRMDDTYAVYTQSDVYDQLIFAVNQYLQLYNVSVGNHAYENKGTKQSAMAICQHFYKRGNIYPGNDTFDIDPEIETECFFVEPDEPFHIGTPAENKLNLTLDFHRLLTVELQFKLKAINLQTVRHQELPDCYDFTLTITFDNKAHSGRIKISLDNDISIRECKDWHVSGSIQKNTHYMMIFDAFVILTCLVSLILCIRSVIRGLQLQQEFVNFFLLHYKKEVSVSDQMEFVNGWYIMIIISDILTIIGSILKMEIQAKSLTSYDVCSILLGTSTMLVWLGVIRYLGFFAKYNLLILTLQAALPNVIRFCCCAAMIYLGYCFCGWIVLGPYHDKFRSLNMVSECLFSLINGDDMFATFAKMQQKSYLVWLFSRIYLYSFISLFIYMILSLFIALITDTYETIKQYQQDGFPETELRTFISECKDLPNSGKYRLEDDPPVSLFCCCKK
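Test system – HEK293 line with stable expression of human TRPML3-YFP channel · Control set – carbachol 87 µM final as high control (100%), DMSO as low control (0%) · Signal – Fluo-8 calcium dye fluorescence, ex 470-495, em 515-575 nm · Incubation – 1-h 37 °C dye load, 5-s basal, 120-s post-compound reads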
EP2 mod: EP2 receptor (human) modulation | 260,000 tested, 0.83% active | AID 940 | P43116 | induction, % at 25 µM | EP2-expressing cells, cAMP HTRF FRET, PGE2 co-stimulation;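 active = compounds whose cAMP rise, as percent of the full-agonist control response, exceeds 60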;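 note: rat C6 glioma line stably carrying human EP2 under a CMV promoter; the protocol text gives 20 µM as final concentration; 100% = response of wells given 1 µM PGE2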
Target sequence (P43116 whole entry, looked up): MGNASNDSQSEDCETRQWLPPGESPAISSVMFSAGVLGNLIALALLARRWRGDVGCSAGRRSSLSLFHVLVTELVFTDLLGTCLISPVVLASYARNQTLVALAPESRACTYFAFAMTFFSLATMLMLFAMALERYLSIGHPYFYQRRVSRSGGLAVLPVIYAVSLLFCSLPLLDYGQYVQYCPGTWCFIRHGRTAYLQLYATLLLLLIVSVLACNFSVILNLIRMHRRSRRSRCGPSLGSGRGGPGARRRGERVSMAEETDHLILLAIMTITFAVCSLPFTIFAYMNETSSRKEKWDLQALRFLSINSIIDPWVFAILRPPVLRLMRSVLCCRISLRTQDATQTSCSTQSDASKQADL
EP2 antag: EP2 receptor (human) inhibition; C6 glioma cells expressing human EP2, cAMP TR-FRET; cells stimulated with saturating PGE2; AID 1422; 260,000 tested, 0.52% active; P43116; inhibition, % at 25 µM;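 active = percent inhibition above 40 after rounding to a whole number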;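 note: rat C6 glioma host cells with rolipram phosphodiesterase inhibitor present; the protocol text gives 20 µM as final concentration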
NPY Y1 blocker: blocks the human neuropeptide Y Y1 receptor. inhibition, % at 3.6 µM. AID 1040. P25929. 200,000 tested, 1% active. HEK293-CNG Y1 cells, membrane potential fluorescence; NPY at EC95, then isoproterenol;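 active = inhibition above the campaign mean inhibition of all tested compounds plus 3 SD, cut at about 20% in these data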;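 note: 0% = DMSO wells given NPY plus isoproterenol and 100% = isoproterenol alone without NPY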
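Test system – HEK293 Y1/CNG channel cell line · Also added – NPY agonist 25 nM, then isoproterenol 1 µM plus Ro 20-1724 25 µM · Compound dosing – one concentration, 3.6 µM, in 0.4% DMSO · Schedule – compound incubation 1 h at room temperature, readout 45 min post-stimulation · Technique – fluorescence, membrane potential probe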
CHOP inh: CHOP inhibition in unfolded protein response. CHO-K1 CHOP-promoter luciferase, tunicamycin-induced, 15-18 h. inhibition, % at 10 µM. 220,000 tested, 3.8% active;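 active = compounds that reduced the stress-induced luciferase reporter signal by more than about 70% of percent inhibition, limit read from the data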;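 note: 0% = tunicamycin plus vehicle and 100% = wells without tunicamycin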
* hit, by the source's call; & = joins results of further samples; ! = not confirmed by another sample; [ ] = another dose, or the depositor's remark.

Screening Cc1ccc(OCC(O)Cn2c(=N)n(Cc3ccccc3)c3ccccc32)cc1 (configuration not stated) returned NPY1 pot ag -42.9, PPC-1+TRAIL kill 37.1, TRPN1 ag -1.6, 14-3-3 Bad PPI 4.5, TRPML3 ag -0.2, EP2 mod -2.5, EP2 antag 6.0, NPY Y1 blocker 23.4* and CHOP inh 104.9*.
For COc1cc(OC)nc(NC(=O)C(C)C)n1 the results were NPY1 pot ag -5.1, PPC-1+TRAIL kill 11.6, TRPN1 ag 1.8, 14-3-3 Bad PPI 3.3, TRPML3 ag 0.5, EP2 mod 19.1, EP2 antag 9.0, NPY Y1 blocker 6.3 and CHOP inh -8.5.
For CCN(CC)CCN1C(=O)C(O)=C(C(=O)c2cccs2)C1c1ccccn1 (configuration not stated) the results were NPY1 pot ag 3.2, PPC-1+TRAIL kill 9.3, TRPN1 ag -0.1, 14-3-3 Bad PPI -6.6[fluorescence artefact?], TRPML3 ag 0.8, EP2 mod 6.2, EP2 antag 0.5, NPY Y1 blocker 3.4 and CHOP inh 15.7.
Screening CCc1nc(SCC(N)=O)c2c(=O)n(C)c(=O)n(C)c2n1 returned NPY1 pot ag -11.3, PPC-1+TRAIL kill -0.2, TRPN1 ag 0.5, 14-3-3 Bad PPI 2.8, TRPML3 ag 0.7, EP2 mod 3.7, EP2 antag 14.3, NPY Y1 blocker 4.5 and CHOP inh 32.9.
C=CCSc1ncnc2sc(C)c(C)c12 was read as NPY1 pot ag -6.5, PPC-1+TRAIL kill 14.8, TRPN1 ag -1.7, 14-3-3 Bad PPI 19.6[fluorescence artefact?], TRPML3 ag 0.4, EP2 mod 55.3, EP2 antag 2.9, NPY Y1 blocker 5.5 and CHOP inh 27.0.
`O=C(CSc1nc2ccsc2c(=O)n1NC(=O)c1ccccc1)NCc1ccco1` gave NPY1 pot ag -7.8, PPC-1+TRAIL kill -0.6, TRPN1 ag 0.4, 14-3-3 Bad PPI 7.9, TRPML3 ag 0.5, EP2 mod 25.0, EP2 antag 2.0, NPY Y1 blocker 5.5 and CHOP inh -2.7.
`CC(C)(C)N(NC(=O)c1ccccc1)C(=O)c1cccc(C(=O)N(NC(=O)c2ccccc2)C(C)(C)C)c1` gave NPY1 pot ag -24.0, PPC-1+TRAIL kill -0.4, TRPN1 ag -0.5, 14-3-3 Bad PPI -9.5, TRPML3 ag -0.1, EP2 mod 20.6, EP2 antag 12.9, NPY Y1 blocker 40.9* and CHOP inh 20.7.
`CCN1CCN(C(=O)CN(CCc2ccccc2)S(C)(=O)=O)CC1` gave NPY1 pot ag -4.0, PPC-1+TRAIL kill 3.5, TRPN1 ag 1.6, 14-3-3 Bad PPI -1.2, TRPML3 ag 0.7, EP2 mod 4.7, EP2 antag 10.3, NPY Y1 blocker -4.2 and CHOP inh 1.1.
For Cc1ccc(-c2[nH][nH]c(=O)c(=O)c2N=Nc2ccccc2)cc1 the results were NPY1 pot ag 17.5, PPC-1+TRAIL kill 18.3, TRPN1 ag -0.1, 14-3-3 Bad PPI -3.6, TRPML3 ag -0.5, EP2 mod 10.7, EP2 antag 10.4 and CHOP inh 74.7*.
For COC(=O)c1ccccc1COn1c(=O)c(C)[n+]([O-])c2ccccc21 the results were NPY1 pot ag -7.8, PPC-1+TRAIL kill 5.5, TRPN1 ag -1.0, 14-3-3 Bad PPI 11.9, TRPML3 ag -0.3, EP2 mod 16.7, EP2 antag 18.8, NPY Y1 blocker 2.5 and CHOP inh -18.9.
For Cc1cccc(OCCCSc2nc3ccc(C)cc3[nH]2)c1 the results were NPY1 pot ag -35.3, PPC-1+TRAIL kill 5.4, TRPN1 ag -2.0, 14-3-3 Bad PPI 20.3, TRPML3 ag -0.8, EP2 mod -7.8, EP2 antag 15.7, NPY Y1 blocker 15.7 and CHOP inh 13.4.
Screening Nc1nc(N)c2c(n1)CCCC2 returned NPY1 pot ag 1.9, PPC-1+TRAIL kill 5.1, TRPN1 ag -2.0, 14-3-3 Bad PPI 4.9, TRPML3 ag -0.3, EP2 mod -0.7, EP2 antag 7.3 and CHOP inh 7.4.
`N#Cc1ccccc1Oc1ccccc1C=O` gave NPY1 pot ag 6.8, PPC-1+TRAIL kill -0.1, TRPN1 ag -0.2, 14-3-3 Bad PPI 9.1, TRPML3 ag 0.5, EP2 mod -17.4, EP2 antag 3.0, NPY Y1 blocker -3.3 and CHOP inh -2.1.
Screening COc1ccc(C)cc1NC(=O)C1CCC(CNc2c(N3CCOCC3)c(=O)c2=O)CC1 (configuration not stated) returned NPY1 pot ag -12.4, PPC-1+TRAIL kill 27.3, TRPN1 ag 0.0, 14-3-3 Bad PPI 1.6, TRPML3 ag 0.8, EP2 mod 14.3, EP2 antag 6.8, NPY Y1 blocker -4.7 and CHOP inh 2.8.
O=C(Oc1ccc(-c2cnc3ccccc3n2)cc1)c1cccc([N+](=O)[O-])c1 was read as NPY1 pot ag -46.8, PPC-1+TRAIL kill 25.5, TRPN1 ag -1.4, 14-3-3 Bad PPI 10.7, TRPML3 ag 0.3, EP2 mod -2.6, EP2 antag 27.4, NPY Y1 blocker -1.5 and CHOP inh 67.0.
Cc1ccc(C2C(C#N)=C(N)Oc3n[nH]c(-c4cccs4)c32)s1 (configuration not stated) was read as NPY1 pot ag -28.6, PPC-1+TRAIL kill 5.2, TRPN1 ag 0.6, 14-3-3 Bad PPI -7.0, TRPML3 ag 0.9, EP2 mod 2.2&-103.8, EP2 antag 43.5*!, NPY Y1 blocker 5.5 and CHOP inh -0.1.
Screening Cc1ccc(Nc2nc(=O)c3cccnc3s2)cc1 returned NPY1 pot ag 29.3, PPC-1+TRAIL kill 39.8, TRPN1 ag -2.0, 14-3-3 Bad PPI -0.5, TRPML3 ag -0.8, EP2 mod -6.3&-11.4, EP2 antag 6.5&12.0, NPY Y1 blocker 3.4 and CHOP inh -26.2.
`O=c1cc(CO)oc(CN2CCN(c3ccccc3)CC2)c1O` gave NPY1 pot ag -1.9, PPC-1+TRAIL kill 9.3, TRPN1 ag -1.0, 14-3-3 Bad PPI 35.6, TRPML3 ag 1.1, EP2 mod 22.3, EP2 antag 14.8, NPY Y1 blocker -0.5 and CHOP inh 19.3.
`C=CCN=C1CC(C)(C)CC(=O)/C1=C(\O)CCCN1C(=O)c2ccccc2C1=O` gave NPY1 pot ag -16.6, PPC-1+TRAIL kill 19.0, TRPN1 ag 0.1, 14-3-3 Bad PPI -1.3, TRPML3 ag -0.5, EP2 mod -28.2, EP2 antag 3.9, NPY Y1 blocker -0.7 and CHOP inh -2.2.
For CCN(CC)c1nc(-c2ccc(Cl)cc2)cc(C(F)(F)F)c1C#N the results were NPY1 pot ag 5.4, PPC-1+TRAIL kill -2.4, TRPN1 ag -0.5, 14-3-3 Bad PPI 8.6, TRPML3 ag 0.3, EP2 mod 36.0, EP2 antag 7.5, NPY Y1 blocker -4.5 and CHOP inh 27.4.
For Cc1ccc(S(=O)(=O)NCCC(=O)OCn2nnc3ccccc3c2=O)cc1 the results were NPY1 pot ag 4.1, PPC-1+TRAIL kill 3.0, TRPN1 ag -0.7, 14-3-3 Bad PPI 8.9[fluorescence artefact?], TRPML3 ag -0.1, EP2 mod -5.5, EP2 antag 11.4, NPY Y1 blocker -3.6 and CHOP inh 4.2.
`CCOC(=O)C1(CCOC)CCN(Cc2ccc3nonc3c2)CC1` gave NPY1 pot ag 11.4, PPC-1+TRAIL kill -2.6, TRPN1 ag -0.5, 14-3-3 Bad PPI 1.9, TRPML3 ag 0.8, EP2 mod -10.4, EP2 antag 8.4 and CHOP inh -9.8.
Cc1c(Nc2nc3ccccc3nc2N2CCN(c3ccccc3)CC2)c(=O)n(-c2ccccc2)n1C was read as NPY1 pot ag -4.2, PPC-1+TRAIL kill 23.6, TRPN1 ag 0.3, 14-3-3 Bad PPI 0.6, TRPML3 ag 0.0, EP2 mod 27.4, EP2 antag 5.0, NPY Y1 blocker 4.1 and CHOP inh 2.2.
`O=C(NCc1ccc2c(c1)OCO2)c1ccc2c(c1)C(=O)N(CC1CCCO1)C2=O` (configuration not stated) gave NPY1 pot ag -27.2, PPC-1+TRAIL kill -1.6, TRPN1 ag 2.4, 14-3-3 Bad PPI 6.8, TRPML3 ag 0.5, EP2 mod 9.4, EP2 antag 13.8, NPY Y1 blocker 11.5 and CHOP inh 32.8.
Screening COC(=O)[C@H](Cc1ccccc1)NC(=O)NCCc1ccc(F)cc1 returned NPY1 pot ag 12.0, PPC-1+TRAIL kill 5.1, TRPN1 ag 0.0, 14-3-3 Bad PPI 0.8, TRPML3 ag 0.7, EP2 mod 12.8, EP2 antag 12.1 and CHOP inh 15.2.
COc1ccccc1-c1noc(-c2ccco2)n1 was read as NPY1 pot ag -3.5, PPC-1+TRAIL kill 30.7, TRPN1 ag -0.6, 14-3-3 Bad PPI 3.6, TRPML3 ag 0.3, EP2 mod 29.8, EP2 antag 6.8, NPY Y1 blocker 2.6 and CHOP inh 24.0.
Screening CCC(C)(C)n1nnnc1C(c1ccc(N(C)C)cc1)N1CCN(C2CCCCC2)CC1 (configuration not stated) returned NPY1 pot ag -5.5, PPC-1+TRAIL kill 0.1, TRPN1 ag 2.4, 14-3-3 Bad PPI -5.9, TRPML3 ag 0.4, EP2 mod 13.7&-41.4, EP2 antag 16.1&9.1, NPY Y1 blocker 1.0 and CHOP inh -11.9.
O=C(COC(=O)CNC(=O)c1cccc([N+](=O)[O-])c1)NCc1ccco1 was read as NPY1 pot ag 7.0, PPC-1+TRAIL kill 5.5, TRPN1 ag 1.0, 14-3-3 Bad PPI -10.1, TRPML3 ag 0.7, EP2 mod 21.9, EP2 antag 4.9, NPY Y1 blocker -1.2 and CHOP inh -14.9.
Screening CN(C)S(=O)(=O)c1ccc(C(=O)Nc2nnc(SCc3ccccc3)s2)cc1 returned NPY1 pot ag 0.7, PPC-1+TRAIL kill 3.0, TRPN1 ag 0.0, 14-3-3 Bad PPI -6.5[fluorescence artefact?], TRPML3 ag 0.8, EP2 mod 7.5, EP2 antag 1.7, NPY Y1 blocker 4.2 and CHOP inh 23.0.
CC(C)N=C(NC#N)SCc1ccccc1 was read as NPY1 pot ag 20.2, PPC-1+TRAIL kill 11.6, TRPN1 ag -1.6, 14-3-3 Bad PPI -7.3, TRPML3 ag 0.0, EP2 mod 6.2, EP2 antag 16.1, NPY Y1 blocker -4.8 and CHOP inh 7.5.

Screens as filed in PubChem.

These rows are one share of the data; count on the stated rates, not on these rows.
